Source: PubChem BioAssay (several laboratories)
RGS4 block = inhibitors of human RGS4; P49798; HEK293 M3R/RGS4 inducible, Fluo-4 calcium flux; stronger effect = higher value; triggered by carbachol at its EC20; B-score at 10 µM; 0.45% of 310,000 active; AID 463165;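 active = B-score, a plate-corrected calcium signal, over three deviations above library mean, with baseline fluorescence within five deviations of library mean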;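 note: RGS4 expression induced by doxycycline in cells with stable M3 receptor; B-score is computed from the integrated fluorescence ratio over baseline after carbachol; higher B-score means a larger calcium signal and so more RGS4 inhibition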
Target sequence (P49798 whole entry, looked up): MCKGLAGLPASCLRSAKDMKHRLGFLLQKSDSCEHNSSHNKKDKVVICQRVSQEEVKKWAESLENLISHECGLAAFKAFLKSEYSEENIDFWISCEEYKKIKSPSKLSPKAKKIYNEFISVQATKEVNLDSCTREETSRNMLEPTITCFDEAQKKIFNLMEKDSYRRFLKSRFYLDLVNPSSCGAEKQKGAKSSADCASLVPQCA
TRPC6 inhibitor = blocks the mouse TRPC6 cation channel; Q61143; HEK293-TRPC6, membrane potential dye, ACh-evoked depolarization; stronger effect = lower value; B-score at 10 µM; 1.1% of 310,000 active;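 active = B-score under library mean minus 3 SD, initial fluorescence not abnormally high, positive integrated signal ratio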;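 note: B-score derived from integrated fluorescence ratio over the kinetic read; more negative B-score means stronger inhibition of depolarization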
TRPC4 block = TRPC4 (mouse) channel inhibition; Q9QUQ5; HEK293 TRPC4beta/mu-opioid, DAMGO-evoked Fluo4 calcium flux; stronger effect = lower value; B-score at 10 µM; 0.39% of 300,000 active; AID 2247;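 active = B-score over 3 SD under the library average, no early fluorescence shift, positive overall ratio signal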
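Test system – stable TRPC4beta/mu-opioid receptor HEK293 cells · Probe or stimulus – DAMGO, a submaximal dose followed by a maximal one · Dosing – one concentration per compound · Signal – Fluo4 calcium fluorescence by kinetic imaging, 5 s 1 Hz baseline · Evaluation – per-well B score of integrated baseline-normalized Fluo4 ratio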
Platelet DG rel = platelet dense granule release activity. inhibition, %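 (compounds screened at 7.5 µM in platelet-rich plasma)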. human platelet-rich plasma, SFLLRN dense granule ATP release, luminescence. 0.22% of 300,000 active;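 active = mean replicate score, as percent of positive control, at or above 50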
SKKanGAS inh = SKKanGAS growth inhibition; inhibition, % at 7.5 µM; 1.3% of 300,000 active; S. pyogenes SKKanGAS, kanamycin growth, BacTiter-Glo, 6 h;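 active = mean replicate score, as percent of positive control median, at least 50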;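 note: strain carries kanamycin resistance gene driven by streptokinase promoter and grows in 40 µg/ml kanamycin; loss of luminescence reflects streptokinase promoter inhibition or plain growth inhibition; 0% = median of DMSO wells and 100% = positive control at its reference dose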
RGS4 pot = RGS4 potentiation or activation | HEK293 M3R/inducible RGS4, carbachol calcium flux Fluo4; stronger effect = lower value | 0.92% of 310,000 active | B-score at 10 µM;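 active = B-score of the integrated calcium signal more than 4 SD below the library mean, with starting fluorescence not abnormally high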;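 note: negative B-score means reduced calcium response which marks RGS4 activation or potentiation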
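Reagent: ECmax carbachol challenge; Test system: M3R-expressing HEK293 line, RGS4 induced by doxycycline; Schedule: overnight RGS4 induction, 30 min dye load 37 °C, 20 min compound RT; Detection: calcium dye Fluo4 fluorescence; Read-out: Agonist-evoked peak-minus-minimum fluorescence over baseline, integrated ratio, B score.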
MrgX1 allo act = allosterically activates human MrgX1 receptor signaling; Q96LB2; MrgX1-HEK293, Fluo-4 calcium flux, FDSS; stronger effect = higher value; B-score at 10 µM; 0.63% of 310,000 active;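 active = plate-corrected calcium response at least 3 library SD above typical, normal starting fluorescence, not activating the receptor alone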;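 note: compound read alongside a low EC10 to EC30 dose of BAM8-22 agonist; peak minus trough fluorescence over baseline measured at the second addition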
Target sequence (Q96LB2 whole entry, looked up): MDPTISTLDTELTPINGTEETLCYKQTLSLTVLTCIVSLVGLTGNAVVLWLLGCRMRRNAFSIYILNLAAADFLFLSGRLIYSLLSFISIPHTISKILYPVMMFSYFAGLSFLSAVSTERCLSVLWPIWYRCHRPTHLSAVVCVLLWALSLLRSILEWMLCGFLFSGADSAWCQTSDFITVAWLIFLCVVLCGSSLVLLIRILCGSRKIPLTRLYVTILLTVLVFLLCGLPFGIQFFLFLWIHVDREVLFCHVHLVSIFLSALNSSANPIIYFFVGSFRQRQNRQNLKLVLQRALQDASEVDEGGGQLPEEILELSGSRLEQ
MrgX1 antagonist = blocks BAM8-22 activation of human MrgX1 receptor; Q96LB2; B-score at 10 µM; AID 588676; 1.3% of 310,000 active; MRGX1-HEK293 calcium flux, Fluo-4, BAM8-22 antagonism; stronger effect = lower value;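 active = calcium-response B-score plate-corrected more than 3 library SD below zero, starting fluorescence within 5 deviations, no agonist response on first addition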;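 note: peak minus trough fluorescence over baseline after final BAM8-22 challenge near maximal dose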
TRPC6 act = mouse TRPC6 channel activation; HEK293-TRPC6 membrane potential dye fluorescence; stronger effect = higher value; B-score at 10 µM; 0.13% of 310,000 active; AID 2550;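 active = B-score of the integrated fluorescence ratio above library mean plus 3 SD, and starting fluorescence ratio within library mean plus 5 SD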;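 note: higher score means more depolarization so channel activation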
MrgX1 agonist = agonists of human MrgX1 receptor; Q96LB2; MrgX1-HEK293 cells, Fluo-4 calcium fluorescence, agonist mode; stronger effect = higher value; B-score at 10 µM; 0.44% of 310,000 active;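 active = calcium response B-score plate-corrected fluorescence ratio at least 3 library SD, with starting fluorescence B-score inside 5 SD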
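System: HEK293 cells stably expressing human MrgX1 receptor; Dosing: test compound in the initial addition of three; Schedule: overnight plating, then 30 min 37 °C plus 30 min room-temperature dye loading; Detection: kinetic calcium dye fluorescence, Fluo-4 NW; Controls: per-plate positive and negative controls for Z′ factor.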
HIF act = HIF pathway transcriptional activation. AID 1910. activation, % at 7.5 µM (by protocol). 0.32% of 300,000 active. U2OS HRE-luciferase reporter, luminescence; normalized: DMSO 0%, desferrioxamine 100%;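 active = mean activation of at least 10% of the iron chelator positive control signal, with at least half of replicates also reaching 10%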
An asterisk follows results filed as active; i = inactive; nt = not tested or not shown.

Results follow in this order: RGS4 block, TRPC6 inhibitor, TRPC4 block, Platelet DG rel, SKKanGAS inh, RGS4 pot, MrgX1 allo act, MrgX1 antagonist, TRPC6 act, MrgX1 agonist, HIF act
1) Cc1cc(C(=O)NC2CCCCC2)c2cc(F)ccc2n1
    i, i, nt, -1.6, -0.8, i, i, i, i, i, -0.6
2) CCOC(=O)c1c(C)nc2c(C)cccn12
    i, i, i, -8.5, -3.9, i, i, i, i, i, -0.2
3) COc1ccc(-c2cc(C(F)(F)F)nc(SCC(=O)NCc3ccco3)n2)cc1OC
    i, i, i, 9.5, 2.9, i, i, i, i, i, -0.2
4) O=C(C1CC1)N1CCc2cc(Br)cc(S(=O)(=O)NCCN3CCOCC3)c21
    i, i, i, -2.7, -1.0, i, i, i, i, i, -1.0
5) Cc1cccc(N2C(=O)CN(Cc3ccccc3)C2=S)c1
    i, i, i, -11.8, 17.5, i, i, i, i, i, 1.0
6) N#Cc1ccccc1CN1C(=O)NC(Cc2c[nH]c3ccccc23)C1=O (centres undefined)
    i, i, i, -10.0, -17.9, i, i, i, i, i, 0.3
7) Cc1ccc(/C(O)=C/C(=O)C(=O)NNC(=O)C(O)(c2ccccc2)c2ccccc2)cc1
    i, i, i, -2.5, 17.8, i, i, i, i, i, 0.0
8) COc1cccc(NC(=S)N(CCN(C)C)C(C)c2ccco2)c1 (centres undefined)
    i, i, i, -20.1, 4.8, i, i, i, i, i, 0.4
9) O=C(COc1ccc2ccccc2c1)NNC(=O)Nc1ccc(F)cc1F
    i, i, i, -18.9, -6.8, i, i, i, i, i, -0.1
10) O=C(NNc1ccccc1[N+](=O)[O-])Nc1ccccc1
    i, i, i, 1.0, 5.4, i, i, i, i, i, 0.1
11) NC(=O)CC(NC(=O)Cc1cccc2ccccc12)c1ccc(NC2CCC2)c([N+](=O)[O-])c1 (centres undefined)
    i, i, i, -9.6, 0.3, i, i, i, i, i, -5.4
12) CCc1ccc(/C(C)=N/Nc2cc(Cl)nc(C)n2)cc1
    i, i, i, 1.1, 15.4, i, i, i, i, i, 1.6
13) CCCc1nnc(NC(=O)c2ccncc2)s1
    i, i, i, 6.4, -17.0, i, i, i, i, i, -0.2
14) Cc1ccc(CSC2=Nc3ccccc3C3=NC(CCC(=O)NCc4ccco4)C(=O)N23)cc1 (centres undefined)
    i, i, i, -3.6, 4.3, i, i, i, i, i, 4.1
15) CNC(=O)Nc1ccc(S(N)(=O)=O)cc1
    i, i, i, -8.9, 14.6, i, i, i, i, i, -0.8
16) Cc1cc(/C=C2\C(=N)N3N=C(CC(=O)N4CCOCC4)SC3=NC2=O)c(C)n1Cc1ccccc1
    i, i, i, -7.6, 21.3, i, i, i, i, i, 0.2
17) COCCNC(=O)c1onc(CSc2ccc(F)cc2)c1C(=O)NCCOC
    i, i, i, -3.9, -1.2, i, i, i, i, i, -1.6
18) Cc1ccccc1NC(=O)c1cccc(S(=O)(=O)N2CCCCC2)c1
    i, i, i, -1.7, 0.8, i, i, i, i, i, 0.0
19) O=c1oc2c(CN3CCOCC3)c(O)ccc2c2c1CCCC2
    i, i, i, -10.8, -7.2, i, i, i, i, i, -0.2
20) O=C(NC(=S)Nc1ccccn1)c1ccco1
    i, i, i, 3.8, -5.7, i, i, i, i, i, 2.9
21) CS(=O)(=O)CCC(C(=O)OCC(=O)c1ccc(Cl)cc1)N1C(=O)c2ccccc2C1=O (centres undefined)
    i, i, i, -6.8, -1.8, i, i, i, i, i, 1.3
22) O=C1O/C(=C/c2ccccc2)c2ccccc21
    i, i, i, -8.3, -4.5, i, i, i, i, i, 3.0
23) CC(=O)Nc1ccc(S(=O)(=O)N2CCC(N3CCCCC3)CC2)cc1
    i, i, i, -2.6, 12.5, i, i, i, i, i, -0.2
24) S=c1[nH]nc(C2CCCCC2)n1Cc1ccccc1
    i, i, i, -1.1, 6.1, i, i, i, i, i, -0.1
25) O=C(Nc1ccc(S(=O)(=O)Nc2cnc3ccccc3n2)cc1)c1cc(F)c(F)cc1Cl
    i, i, i, -6.9, 18.9, i, i, i, i, i, -0.6
26) N#Cc1cc(-c2ccccc2)nc(Oc2ccccc2)n1
    i, i, i, 0.7, -1.7, i, i, i, i, i, 0.4
27) O=C(C1CCN(C2CCN(Cc3ccc4c(c3)CCO4)CC2)CC1)N1CCCC1
    i, i, i, 0.9, -1.6, i, i, i, i, i, nt
28) CCOC(=O)c1ccc(-c2c(C(=O)OCC)oc3cc(O)c(CC)cc3c2=O)o1
    i, i, i, 5.7, 13.8, i, i, -4.8*, i, i, -0.1
29) COc1ccc(NC(=O)N2CCCC(c3nc(-c4ccc(C(C)C)cc4)no3)C2)cc1 (centres undefined)
    i, i, i, 0.3, 3.5, i, i, i, i, i, 1.3
30) COC(=O)C1CCN(c2ccc(C(N)=O)cc2[N+](=O)[O-])CC1
    i, i, i, 13.0, -7.4, i, i, i, i, i, -0.7
31) O=C(c1ccc(CN2CCOCC2)cc1)N1CCN(Cc2ccccc2)CC1
    i, i, i, 6.8, -6.3, i, i, i, i, i, 0.7
32) O=C(CSc1nnc(-c2ccco2)n1Cc1ccccc1)NCc1ccccc1
    i, i, i, 2.7, -0.7, i, i, i, i, i, 0.0
33) O=C(NCC(=O)N(Cc1cccs1)C(C(=O)NC1CCCCC1)c1ccco1)c1cccs1 (centres undefined)
    i, i, i, 4.4, 1.9, i, i, i, i, i, -0.7
34) Cc1ccc(CN2CCNC(=O)C2CC(=O)N2CCN(c3ncccn3)CC2)o1 (centres undefined)
    i, i, i, 2.2, 1.6, i, i, i, i, i, -0.6
35) COc1cccc(N2CCN(C(=O)CCS(=O)(=O)c3ccc4c(c3)oc(=O)n4C)CC2)c1
    i, i, i, 1.7, -0.1, i, i, i, i, i, -0.3
36) Cc1cc(C(F)F)n2nc(C(=O)Nc3ccc(S(=O)(=O)N4CCCCCC4)cc3)nc2n1
    i, i, i, 8.3, -2.1, i, i, i, i, i, 0.1
37) Fc1ccc(-n2c(-c3ccco3)n[nH]c2=S)cc1
    i, i, i, -1.8, 5.9, i, i, i, i, i, -0.6
38) Cc1c(N=C2N=C(NC(=O)c3cccs3)c3ccccc32)c(=O)n(-c2ccccc2)n1C
    i, i, i, 7.5, 21.2, i, i, i, i, 33*, 0.2
39) CC(C)N1C(=O)CC(Nc2ccc(N3CCOCC3)cc2)C1=O (centres undefined)
    i, i, i, -3.0, -9.2, i, i, i, i, i, 2.3
40) Nc1nonc1-c1nc2ccccc2n1CC(=O)N1CCCCC1
    i, i, i, -7.5, 6.8, i, i, -5.43*, i, i, -0.3
41) O=C(NCCC1CCCCN1S(=O)(=O)c1ccc(F)cc1)C(=O)NCc1cccnc1 (centres undefined)
    i, i, i, 5.1, -8.7, i, i, i, i, i, -0.6
42) COc1cc(/C=N/N2CCN(Cc3ccc(Cl)cc3)CC2)cc(Br)c1O
    i, i, i, -4.2, 2.1, i, i, i, i, i, -0.4
43) CC(=O)Nc1cccc(C(=O)N2CCN(S(=O)(=O)c3ccc4ccccc4c3)CC2)c1
    i, i, i, 0.8, -1.5, i, i, i, i, i, 0.2
44) COc1ccc(OC)c(C(=O)c2ccc(Cl)cc2)c1
    i, i, i, -5.9, -11.8, i, i, i, i, 29.4*, 0.0
45) Cc1ccc(CSCC(=O)Nc2ccc(F)cc2)cc1
    i, i, i, 15.9, 3.8, i, i, i, i, i, 0.1
46) Cc1ccc(C)n1-c1ncc(Br)cn1
    i, i, i, 6.0, 1.8, i, i, i, i, i, -1.0
47) CC1CC(N(C(=O)c2ccccc2Cl)c2ccccc2)c2ccccc2N1 (centres undefined)
    i, i, i, 16.9, -0.4, i, i, i, i, i, 0.1
48) COc1ccc(C(=O)c2sc3nc(-c4ccccc4)ccc3c2N)cc1OC
    i, i, i, 7.7, -2.1, i, i, i, i, i, 0.8
49) O=C1c2cccc(OCC(=O)N3CCCc4ccccc43)c2CCN1Cc1cccnc1
    i, i, i, 19.3, -3.7, i, 18*, i, i, i, -0.4
50) COc1ccccc1C(=O)NC(=O)COC(=O)CCS(=O)(=O)c1ccc(C)cc1
    i, i, i, 7.5, 0.3, i, i, i, i, i, 0.6
51) CCCCC(=O)Nc1ccc(N2CCCC2)cc1
    i, i, i, -11.0, -0.4, i, i, i, i, i, 0.4
52) O=C(CSC1=Nc2ccccc2C2=NC(CC(=O)NCc3ccco3)C(=O)N12)NCC1CCCO1 (centres undefined)
    i, i, i, 0.2, 5.9, i, i, i, i, i, -0.7
53) CCOC(=O)/C(C#N)=C/Nc1ccsc1C(=O)OC
    i, i, i, -1.1, -5.7, i, i, i, i, i, -0.7
54) Cc1cc(-c2nc(C)c(C(=O)NN)s2)no1
    i, i, i, nt, -4.7, i, i, i, i, i, nt
55) CCCOc1ccc(CCC(=O)N/N=C/c2ccco2)cc1
    i, i, i, -1.5, 6.2, i, i, i, i, i, 0.4
56) O=C(NCCc1ccccc1)c1ccc(Cl)c([N+](=O)[O-])c1
    i, i, i, -8.6, -1.6, i, i, i, i, i, 2.3
57) NS(=O)(=O)c1ccc(CCNC(=O)CNS(=O)(=O)c2cccc(Br)c2)cc1
    i, i, i, 19.3, -3.8, i, i, i, i, i, -0.6
58) Cc1c(C(=O)OCC(=O)c2ccc3c(c2)OCCO3)oc2ccccc12
    i, i, i, -5.4, 18.8, i, i, i, i, i, -37.1
59) COc1ccc(CCN2C(=O)CS/C2=N\NC(=O)c2ccc(C(C)(C)C)cc2)cc1OC
    i, i, i, 0.0, 9.9, i, i, i, i, i, -0.7
60) COc1ccc(N(CC(=O)O)S(=O)(=O)c2c(C)n[nH]c2C)cc1
    i, i, i, 0.2, 5.6, i, i, i, i, i, -0.8
61) COc1ccc(OC)c(C(=O)CSc2nnc(Cc3cccs3)n2C)c1
    i, i, i, -3.2, -1.2, i, i, i, i, i, -0.3
62) CCc1noc(C)c1C(=O)NC1CCCc2c1cnn2-c1cc(C)cc(C)c1 (centres undefined)
    i, i, i, 3.9, -5.9, i, i, i, i, i, 0.8
63) O=C(ON=C1CCN(S(=O)(=O)c2ccccc2)CC1)c1ccccc1
    i, i, i, 7.8, -4.8, i, i, i, i, i, -0.8

The order is random; about 6.1% have a hit in one of these screens.
